Screening data deposited in PubChem by The Scripps Research Institute Molecular Screening Center.
IDE cell inh = cellular human IDE inhibition; P14735; AID 434962; hit rate 0.41% among 320,000; HEK cells, FAbetaB cleavage, fluorescence polarization; inhibition, % at 5.59 µM;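 active = percent inhibition above the average of all tested compounds plus 3 SD, set per screening campaign, cut at about 16% in these data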;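 also: IDE supplied by intact live HEK cells; FP after avidin binding of uncleaved biotin substrate so inhibition keeps polarization high; 0% = DMSO wells and 100% = 60 µM reference IDE inhibitor Ii1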
Target sequence (P14735 whole entry, looked up): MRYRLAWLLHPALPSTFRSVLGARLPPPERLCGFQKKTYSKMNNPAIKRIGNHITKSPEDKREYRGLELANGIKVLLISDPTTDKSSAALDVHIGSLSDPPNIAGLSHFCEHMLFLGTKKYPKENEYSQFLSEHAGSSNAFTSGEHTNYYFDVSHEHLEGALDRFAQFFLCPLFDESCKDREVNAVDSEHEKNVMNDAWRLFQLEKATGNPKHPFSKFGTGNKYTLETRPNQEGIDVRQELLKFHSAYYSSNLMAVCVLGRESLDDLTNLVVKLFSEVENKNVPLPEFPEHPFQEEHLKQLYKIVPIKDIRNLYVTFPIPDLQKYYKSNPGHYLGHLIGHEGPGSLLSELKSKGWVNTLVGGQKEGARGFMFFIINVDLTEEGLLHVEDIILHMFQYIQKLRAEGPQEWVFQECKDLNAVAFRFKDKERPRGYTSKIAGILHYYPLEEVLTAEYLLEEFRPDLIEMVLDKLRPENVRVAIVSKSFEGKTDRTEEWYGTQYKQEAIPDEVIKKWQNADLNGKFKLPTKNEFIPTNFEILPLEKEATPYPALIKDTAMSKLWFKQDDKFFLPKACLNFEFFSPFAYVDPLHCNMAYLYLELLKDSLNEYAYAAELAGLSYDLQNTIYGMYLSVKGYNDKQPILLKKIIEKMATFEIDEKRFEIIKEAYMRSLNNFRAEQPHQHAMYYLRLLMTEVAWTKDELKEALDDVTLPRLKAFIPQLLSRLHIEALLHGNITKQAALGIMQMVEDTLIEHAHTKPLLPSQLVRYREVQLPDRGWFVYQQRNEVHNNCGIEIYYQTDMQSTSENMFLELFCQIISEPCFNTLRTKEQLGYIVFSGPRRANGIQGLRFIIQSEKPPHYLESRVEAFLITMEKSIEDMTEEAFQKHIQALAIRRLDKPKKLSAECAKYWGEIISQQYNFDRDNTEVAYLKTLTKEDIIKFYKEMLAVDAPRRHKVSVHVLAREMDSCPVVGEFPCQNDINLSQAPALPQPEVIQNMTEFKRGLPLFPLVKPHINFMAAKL
IDE act = IDE (human) activation, cell-based; activation, % at 5.96 µM; HEK cells, FAbeta-B cleavage, fluorescence polarization; 0% vehicle, 100% cell-free pure enzyme wells; hit rate 0.073% among 340,000; P14735;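 active = activation above the mean of all tested compounds plus 3 SD, set per screening campaign, cut at about 17% in these data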
An asterisk follows results filed as active. Not all compounds are listed, so the mix of outcomes need not match the whole.

structure	IDE cell inh	IDE act
C[C@H](CO)N1C[C@H](C)[C@@H](CN(C)C(=O)Nc2ccccc2)Oc2ccc(NC(=O)Nc3ccc4c(c3)OCO4)cc2C1=O	9	-2
O=C(O)c1ccc(C(=O)Nc2ccc(F)cc2)cc1	4	4
CCOc1cc(N2CCOCC2)c(OCC)cc1NC(=O)COC(=O)c1ccc(Cl)cc1N	-1	7
Cc1ccc(NC(=O)CN2CCN(C)CC2)cc1S(=O)(=O)N1CCOCC1	3	7
Cc1ccc2c(c1)[C@H]1[C@H](CO2)[C@H](c2ccccc2)[C@]2(C)C(=O)Nc3cc(F)ccc3C(=O)N12	6	-4
O=C(OCC(=O)N1CCN(C(=O)c2ccco2)CC1)c1cc(F)c(F)cc1Cl	3	2
CCOC(=O)[C@H]1[C@H]2COc3ccccc3[C@@H]2N2C(=O)c3c(C)cc(C)cc3NC(=O)[C@@]12C	2	0
O=C(N/N=C/c1ccccc1Br)c1cccc(S(=O)(=O)N2CCOCC2)c1	-1	-3
COCCN(CC(=O)Nc1cccc(C)c1C)C(=O)c1ccc2ccccc2n1	9	1
CCOC(=O)c1sc2nc(C)nc(SC(C)C(=O)NC3CC3)c2c1C (stereo not given)	-4	0
O=C(CSc1nnnn1C1CC1)Nc1cc(S(=O)(=O)N2CCCC2)ccc1Cl	1	-1
Cc1ccc(C(=O)c2ccccc2C(=O)OCC(=O)N2C(C)CCCC2C)cc1 (stereo not given)	-7	2
CCCN(C(=O)c1cc(Cl)nc2ccccc12)C1CCS(=O)(=O)C1 (stereo not given)	-1	3
C[C@H](CO)N1C[C@H](C)[C@@H](CN(C)C(=O)NC2CCCCC2)Oc2c(NS(=O)(=O)c3cn(C)cn3)cccc2C1=O	5	5
COc1ccc(C2=Nn3c(nnc3-c3ccccc3OC)SC2)cc1OC1CCOC1 (stereo not given)	1	-1

2 entries from above, with the structure last.
IDE cell inh	IDE act	mol
-1	3	CCCN(C(=O)c1cc(Cl)nc2ccccc12)C1CCS(=O)(=O)C1 (stereo not given)
5	5	C[C@H](CO)N1C[C@H](C)[C@@H](CN(C)C(=O)NC2CCCCC2)Oc2c(NS(=O)(=O)c3cn(C)cn3)cccc2C1=O

Continuation.
structure	IDE cell inh	IDE act
COc1cccc(NC(=O)COC(=O)CC2CC3CCC2C3)c1 (stereo not given)	-5	-4
Cc1ccc(S(=O)(=O)Nc2ccccc2N2CCCCC2)cc1	-3	5
CC(Sc1nnc(-c2cccnc2)o1)C(=O)NC1CCCC1 (stereo not given)	1	0
CC1CCCCC1NC(=O)c1c(O)nc2ccccn2c1=O (stereo not given)	1	-1
O=C1/C(=C/c2cccnc2)Cc2ccc(Cl)cc21	5	-1
Cc1ccccc1OCC(=O)Nc1cc(S(=O)(=O)N2CCOCC2)ccc1N1CCCC1	4	2
CC(C)[C@H](NC(=O)c1ccccc1F)C(=O)OCC(=O)NC(=O)NC1CCCCC1	-1	2
COc1ccc(OCCOc2ccc(S(=O)(=O)N3CCCC3)cc2C(N)=O)cc1	1	1
COc1ccc(OC)c(C(=O)COC(=O)c2ccc([N+](=O)[O-])o2)c1	3	3
CC(C)COc1ccc(C(=O)OCC(=O)NCCC2=CCCCC2)cc1	4	8
O=S(=O)(c1cccs1)N1CCN(CCOc2ccc(Cl)cc2)CC1	-1	-1
Cc1ccc(CN2CC(C(=O)NC(c3nc4ccccc4[nH]3)C(C)C)CC2=O)cc1 (stereo not given)	0	3
COc1cc(OC)c(C(=O)Nc2cc(Cl)ccc2-n2cncn2)cc1OC	0	5
Cc1ccc(NC(=O)c2cccc(-n3cnnn3)c2)cc1Cl	-1	-3
Cc1cnc(C(=O)OCC(=O)c2cccc3ccccc23)cn1	3	5

Individual results from above.
Entry for `Cc1ccc(CN2CC(C(=O)NC(c3nc4ccccc4[nH]3)C(C)C)CC2=O)cc1` (stereo not given) under IDE cell inh: 0
Entry for `O=S(=O)(c1cccs1)N1CCN(CCOc2ccc(Cl)cc2)CC1` under IDE cell inh: -1
Entry for `O=C1/C(=C/c2cccnc2)Cc2ccc(Cl)cc21` under IDE act: -1
Entry for `COc1ccc(OCCOc2ccc(S(=O)(=O)N3CCCC3)cc2C(N)=O)cc1` under IDE act: 1
Entry for `CC(C)COc1ccc(C(=O)OCC(=O)NCCC2=CCCCC2)cc1` under IDE cell inh: 4
Entry for `CC(Sc1nnc(-c2cccnc2)o1)C(=O)NC1CCCC1` (stereo not given) under IDE act: 0

Following part.
structure	IDE cell inh	IDE act
O=C(Nc1nnc(-c2ccccc2)o1)C1CCCN1S(=O)(=O)c1cccs1 (stereo not given)	4	-2
CC(C)(OC(=O)c1ccc(C(F)(F)F)cc1)c1cc2ccccc2c(=O)o1	2	1
C[C@H]1CN([C@@H](C)CO)C(=O)c2cc(NS(=O)(=O)c3ccc(Cl)cc3)ccc2O[C@@H]1CN(C)CC1CCCCC1	-4	5
CCN(CC)CCCn1c2c(c(SCC(=O)Nc3nc(C)cs3)nc1=O)CCC2	1	5
CCOc1ncccc1C(=O)OCC(=O)N(CC(C)C)c1c(N)n(Cc2ccccc2)c(=O)[nH]c1=O	1	1
CC1(C)c2[nH]c3ccccc3c2C[C@@H]2C(=O)N(c3ccc(F)cc3F)C(=O)N21	4	-1
Cc1ccccc1NC(=O)Cc1nc(COC(=O)COc2ccccc2C(C)C)cs1	-6	15
COc1ccc(S(=O)(=O)N2CCOC23CCN(S(=O)(=O)c2ccccc2)CC3)cc1	-4	1
Cc1cc(S(=O)(=O)N2CCCC2)ccc1OCC(=O)Nc1ccc(C(N)=O)cc1	-4	-1
COc1cccc(C(=O)NCCS(=O)(=O)N2CCC3(CC2)OCCO3)c1	-4	1
Cc1noc(C)c1NC(=O)N(C)C[C@@H]1Oc2ccc(NC(=O)Cc3cn(C)c4ccccc34)cc2CC(=O)N([C@H](C)CO)C[C@@H]1C	3	0
O=C(CSc1n[nH]c(-c2cccs2)n1)N1CCCCC1	6	5
CC(=O)Nc1cccc(NC(=O)CSc2nnc3ccc(-c4ccncc4)nn23)c1	9	-6
CCCCOc1ccc(C(=O)NCC(=O)NCC(c2ccc(OC)cc2)N2CCCC2)cc1 (stereo not given)	2	-2
CCc1noc(C)c1C(=O)Oc1ccc(N(C)S(=O)(=O)c2ccccc2)cc1	1	3

structure	IDE cell inh	IDE act
CN(CC(=O)Nc1cccc(F)c1)C(=O)CCc1nc2sc3c(c2c(=O)[nH]1)CCCC3	5	-3
CCN(CC)CCOC(=O)C(Cc1ccco1)Cc1cccc2ccccc12 (stereo not given)	-4	3
C=CC[C@H](CC(=O)N(CCO)Cc1ccccc1)C(=O)N[C@H](COC(=O)[C@@H](CC=C)CC(=O)OC(C)(C)C)c1ccccc1	1	7
CC(C)(C)c1ccc(NC(=O)c2ccc3c(c2)S(=O)(=O)c2ccccc2C3=O)cc1	-1	-2
CC(C)N1CC(COc2ccccc2Cl)OC1=O (stereo not given)	-6	7
N#Cc1cc([N+](=O)[O-])ccc1NC(=O)COC(=O)C1CCC(=O)N1 (stereo not given)	1	5
COc1ccc(-c2c(-c3cc(OC)cc(OC)c3)n(C)c3ccc(-c4cccc5[nH]ccc45)cc23)cc1	-1	7
O=C1NCCOC(=O)[C@H](Cc2ccc(F)cc2)C/C=C\C[C@H]1CC(=O)N(CCO)Cc1ccccc1	2	0
CC(C)(C)OC(=O)C[C@@H]1C/C=C\C[C@@H](CC(=O)N(CCO)Cc2ccccc2)C(=O)NCCOC1=O	0	6
COc1ccc(C(CNC(=O)c2ccc(Cl)s2)N2CCOCC2)cc1 (stereo not given)	-3	3
COc1ccccc1Nc1nnc(SCC(=O)NC2CC2)s1	-3	2
CCN1CCN(S(=O)(=O)c2ccc(Cl)c(C(=O)N(C)CCOc3ccc(Cl)cc3)c2)CC1	3	5
Cc1cc(C)n2nc(C(=O)OCC(=O)N(CCC#N)c3ccc(F)cc3)nc2n1	-3	1
Cc1noc(C)c1NC(=O)Nc1cccc2c1O[C@@H](CN(C)C)[C@@H](C)CN([C@H](C)CO)C2=O	2	3
CCN(C[C@H]1N[C@@](C)(C(=O)OC)[C@H]2C(=O)N(Cc3ccccc3)C(=O)[C@@H]12)C(=O)c1ccc(F)cc1	-3	5

Some of the entries above in a different format.
Below each SMILES – IDE cell inh	IDE act
CC(C)(C)c1ccc(NC(=O)c2ccc3c(c2)S(=O)(=O)c2ccccc2C3=O)cc1
→ -1	-2
O=C1NCCOC(=O)[C@H](Cc2ccc(F)cc2)C/C=C\C[C@H]1CC(=O)N(CCO)Cc1ccccc1
→ 2	0
N#Cc1cc([N+](=O)[O-])ccc1NC(=O)COC(=O)C1CCC(=O)N1 (stereo not given)
→ 1	5

(more compounds)
structure	IDE cell inh	IDE act
N#CC1(NC(=O)CN2C(=O)c3ccc([N+](=O)[O-])cc3C2=O)CCCCC1	0	6
CCOc1ccc(C(=O)NNC(=O)CN2C(=O)NC3(CCCC3)C2=O)cc1	10	4
CN(Cc1ccccc1)C(=O)c1ccc(NC(=O)Cc2cccc(NC(=O)C3CCN(C(=O)C4CCC4)CC3)c2)cc1	1	-4
CC(c1ccccc1)C(NC(=O)OCC1c2ccccc2-c2ccccc21)C(=O)O (stereo not given)	1	-1
CC(=O)N1CCN(CC(=O)Nc2cc(S(=O)(=O)N3CCCCC3)ccc2C)CC1	-4	0
COc1cccc(/C=C/C(=O)NNC(=O)c2ccco2)c1OC	9	4
CC(C)(C)[C@H]1CCC(=O)N([C@H](CSc2ccc(Br)cc2)Cc2ccccc2)CC1	-4	6
COCC(C)n1c(C)cc(C(=O)COC(=O)c2nn(C)c(=O)c3ccccc23)c1C (stereo not given)	2	-1
Cc1n[nH]c(=O)c2c(NC(=O)COC(=O)c3cc(F)cc(F)c3)oc(C)c12	4	3
Cc1ccc(Cn2c(C(C)Nc3nc(-c4ccc(F)cc4)cs3)nc3cc(C(F)(F)F)ccc32)cc1 (stereo not given)	-3	4
CCCCCN(C(=O)CCC(=O)OCC(=O)c1c(C)cc(C)cc1C)c1c(N)n(CCCC)c(=O)[nH]c1=O	-8	6
O=C(Cc1cccs1)NNC(=O)c1ccccc1Cl	-1	3
Cc1ccc(S(=O)(=O)Nc2cccc(-c3ccc4nncn4n3)c2)cc1	0	0
Cc1csc(NC(=O)CCCNC(=O)c2ccc(Cl)cc2)n1	2	2
O=C1CCCCC1Sc1ccc(Cl)cc1[N+](=O)[O-] (stereo not given)	7	3

structure	IDE cell inh	IDE act
COc1ccc(-c2ccc(N)[n+](CCCC(=O)O)n2)cc1	1	4
O=C(NNC(=O)c1cc2ccccc2o1)c1ccncc1	4	-1
Cc1ccc(NC(=S)NNc2ccc(C(=O)O)cc2[N+](=O)[O-])cc1C	-2	4
Cc1onc(-c2ccccc2Cl)c1C(=O)Nc1cccc(S(=O)(=O)N2CCOCC2)c1	8	3
CCN1CCN(c2ccc(S(=O)(=O)N3CCCCC3)cc2NC(=O)c2ccc(OC(F)F)cc2)CC1	-4	3
CCOc1ccc(S(=O)(=O)/N=C(/Nc2ccc(S(N)(=O)=O)cc2)c2ccccc2)cc1	5	2
Cc1[nH]nc(C(F)(F)F)c1CCC(=O)NC1CCCCCC1	5	6
COC(=O)c1ccc2c(=O)[nH]c(COC(=O)c3[nH]c(C)c(C(C)=O)c3C)nc2c1	0	1
C[C@@H]1CN([C@@H](C)CO)C(=O)Cc2cc(NS(=O)(=O)c3ccccc3)ccc2O[C@H]1CN(C)S(C)(=O)=O	2	-1
C[C@H](CO)N1C[C@H](C)[C@@H](CN(C)C(=O)Nc2ccc3c(c2)OCO3)Oc2ccc(NS(=O)(=O)c3ccccc3)cc2C1=O	-3	5
COC(=O)c1c(-c2ccc(OC)cc2)sc2ccc(-c3ccc4c(c3)OCO4)cc12	1	1
CC1CCN(c2ccc(NC(=O)C3CCCN3S(=O)(=O)c3ccc(F)cc3)cc2)CC1 (stereo not given)	-3	7
COc1ccc(CNC(=O)COC(=O)c2nc3nc(C)cc(C)n3n2)cc1	0	2
Cc1ccc(NC(=O)c2ccc3c(c2)OCO3)cc1S(=O)(=O)N1CCOCC1	0	2
CC(C)(CNCc1ccccc1)NS(=O)(=O)c1ccccc1	-2	1

structure	IDE cell inh	IDE act
CC1CCN(c2ccc(-c3cccc(NC(=O)c4ccco4)c3)nn2)CC1	-1	-3
Cc1ccc(S(=O)(=O)N2CCC(C(=O)NCc3ccccc3CN3CCCC3)CC2)cc1C	-3	4
Cc1nn(C)c(C)c1NC(=O)COc1ccc(F)cc1Br	1	0
COc1ccc(Cn2nnc3ccccc32)cc1	2	0
O=C(O)c1cc(NS(=O)(=O)c2cccs2)cc(NS(=O)(=O)c2cccs2)c1	0	5
COc1ccc(C(=O)COC(=O)CN2C(=O)C3CC=CCC3C2=O)c(OC)c1 (stereo not given)	1	0
CC(CNC(=O)CN1C(=O)NC2(CCOc3ccccc32)C1=O)c1ccccc1 (stereo not given)	1	5
CCCCn1nc(C(=O)Nc2c(C)n(C)n(-c3ccccc3)c2=O)c2ccccc2c1=O	0	-1
Cc1ccc(-c2cc(C(=O)OCC(=O)N(C)c3c(N)n(Cc4ccccc4)c(=O)[nH]c3=O)c3ccccc3n2)o1	0	-3
CCN(C(=O)COc1ccc(C(C)=O)cc1)c1cccc2ccccc12	-3	6
O=C(NCCOc1ccccc1)c1cccc2c1C(=O)c1ccc(Cl)cc1S2(=O)=O	-6	2
CN(CC(=O)Nc1ccc(F)c(F)c1F)C(=O)c1ccc2c(c1)NC(=O)CS2	-2	2
O=C(CCl)N1CCN(S(=O)(=O)c2ccc3c(c2)OCCCO3)CC1	2	0
Cc1ccc(C)c(NC(=O)COC(=O)c2cc3ccccc3oc2=O)c1	1	0
O=C(CN1C(=O)NC(c2ccccc2)(c2ccccc2)C1=O)N1CCN(c2ccccc2F)CC1	-3	8
COc1ccc(C(=O)OC(C)C(=O)NC2CCCC2)cc1S(=O)(=O)N1CCOCC1 (stereo not given)	-3	-3
